# Giardia kill – kills Giardia lamblia. activity change, % at 7.66 µM, hits read low. Giardia lamblia trophozoite viability. actives 0.15% (n = 340,000); in the data active = activity change below about -80%; inconclusive = between about -30% and that limit;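 also: parasites exposed to compound for two days anaerobically before the ATP read; % is scaled to controls: 0 for no effect and ±100 for the full control effect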
#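 Luminescent ATP signal served as the viability read-out, measured 15-30 min after adding ATP detection reagent to trophozoites that had been incubated with compounds for 48 hrs at 37 deg C anaerobically at 100 cells/well.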
# BCR signal inh – blocks chronic active B-cell receptor signaling; ABC-DLBCL IkBa-CBG/CBR reporter, luminescence ratio, 4 h; Potency, µM (titrated, usually from 46.1 µM), without a hit: top-dose ratio change, negative = lower green/red ratio, usual class: inhibitors; actives 0.05% (n = 340,000); active = well fitted inhibition curve with a large enough effect in the signal ratio, with a control signal flat, not every such curve was filed as active; inconclusive = small, poorly fitted or top-dose-only effect, or effect the other way, or a change in a side signal; the % refers to the signal ratio;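 also: potency is read from the fitted curve at half-maximal effect; plate controls were basal doxycycline-induced cells for no effect and cells given 10 µM MG132 for full effect; MG132 reads +100%, hits lower the ratio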
#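 TMD8 ABC-DLBCL cells carrying doxycycline-inducible green luciferase fused to IkappaBalpha plus unfused red luciferase were exposed to compounds (up to 46 uM) for 4 hrs at 37C. Activity came from the overlap-corrected green/red luminescence ratio.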
# hERG WT inh – blocks the wildtype human KCNH2 potassium channel; actives 0.37% (n = 340,000); U2OS, BacMam KCNH2, thallium flux FluxOr; active compounds read low; activity change, % at 1.84 µM;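 active = maximum activity change below -70%; inconclusive = maximum activity change between -70% and -50%; inactive = maximum activity change above -50%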; also: % is scaled to controls: 0 for no effect and ±100 for the full control effect
#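 U2OS cells were transduced with wild-type KCNH2 virus (2.03 x 10^8 / mL) for 4 h at room temperature, then cultured overnight at 37 C. Thallium flux was read with FluxOr dye. Rate constants were normalized to DMSO controls.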
# TCR act – T cell receptor activation; primary human leukocytes, anti-CD3, IL-2 HTRF, 48 h; Potency, µM (titrated, usually from 9.22 µM), for inactives: top-dose activation of IL-2 secretion, actives largely listed as activators; 330,000 tested, under 10 active; AID 504894; also: % of control where 0% means no effect
#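 Primary human leukocytes were stimulated with a-CD3 beads plus compounds for 48 hr without co-stimulation; secreted IL-2 was quantified by HTRF using a-IL-2-K (europium cryptate) and a-IL-2-d2, excited at 320nm with acceptor emission read at 665nm.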
# Tb PFK inh – blocks T. brucei phosphofructokinase | T. brucei PFK, ADP-Glo luminescence | Potency, µM (top dose mostly 57.5 µM), for the others: top-dose activity, negative = inhibition, most hits filed as inhibitors | actives 0.17% (n = 330,000);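 also: potency is read from the fitted curve at half-maximal effect; 0% = uninhibited 1x PFK enzyme wells and -100% = no-enzyme wells; nearly all actives have a fitted effect of over 60% in size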
#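 ADP-Glo luminescence quantified ADP after 45 min at room temperature, with 1.25 nM T. brucei PFK, 0.1 mM ATP and 0.5 mM fructose-6-phosphate in pH 8.0 TEA buffer. qHTS titrations up to 57 µM; curves classified by quality.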
# GALK inhibitor – inhibitors of human galactokinase; AID 1868; actives 0.007% (n = 270,000); Potency, µM (titrated, usually from 57.5 µM), for inactives: top-dose activity change, negative = inhibition, most hits filed as inhibitors; P51570; Purified GALK, Kinase-Glo residual ATP luminescence; also: potency is read from the fitted curve at half-maximal effect; % is scaled to controls: 0 for no effect and ±100 for the full control effect
#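 Quantitative HTS: GALK 5 nM, ATP 35 uM, galactose 100 uM, 1 h room temperature, then luciferase-based ATP detection.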
# A-T KAP1 phos – candidate therapy for ataxia-telangiectasia; […] A-T fibroblasts, KAP-1 phosphorylation AlphaLISA; neocarzinostatin DNA damage 30 min before lysis; Potency, µM (top dose mostly 57.5 µM), without a hit: at the highest dose activation, most hits filed as activators; actives 0.19% (n = 320,000); also: potency is read from the fitted curve at half-maximal effect; % of control where 0% means no effect; nearly all actives have a fitted effect of over 45% in size
#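 hTERT-immortalized A-T patient fibroblasts ([…]), 500 cells/well in OPTI-MEM, 1% FBS, got compounds for 60 min, then NCS for 30 min at 37C. Lysates were then assayed for phospho-KAP-1 by AlphaLISA (anti-pKAP1 donor, anti-KAP1 acceptor beads), 6 hr at 25C.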
# Coupling enz – counter-screen for Giardia aldolase inhibitors: coupling enzyme system; coupling enzyme system counterscreen, AmpLite Red fluorescence; activity change, negative = inhibition, % at 58.2 µM, hits read low; actives 0.67% (n = 290,000); AID 2472; in the data active = activity change below about -30%; also: % is scaled to controls: 0 for no effect and ±100 for the full control effect
#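 Counterscreen of the coupled detection system alone, without aldolase: glyceraldehyde-3-phosphate coupling enzymes plus AmpLite Red readout. Compounds at 57.5 uM final, 10 min RT preincubation, 20 min RT reaction, fluorescence 525/598 nm.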
# TSHR antag – blocks TSH signaling through the human TSH receptor; P16473; TSHR-expressing cells, TSH-stimulated cAMP HTRF, 2 h; active compounds read low; activity change, negative = inhibition, % at 11.5 µM; actives 0.2% (n = 330,000); AID 504810;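 active = activity change below a set negative limit, meaning inhibition stronger than a set level, cut at about -70% in these data; inconclusive = activity change between two set negative limits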; also: % is scaled to controls: 0 for no effect and ±100 for the full control effect
# Target sequence (P16473 whole entry, looked up): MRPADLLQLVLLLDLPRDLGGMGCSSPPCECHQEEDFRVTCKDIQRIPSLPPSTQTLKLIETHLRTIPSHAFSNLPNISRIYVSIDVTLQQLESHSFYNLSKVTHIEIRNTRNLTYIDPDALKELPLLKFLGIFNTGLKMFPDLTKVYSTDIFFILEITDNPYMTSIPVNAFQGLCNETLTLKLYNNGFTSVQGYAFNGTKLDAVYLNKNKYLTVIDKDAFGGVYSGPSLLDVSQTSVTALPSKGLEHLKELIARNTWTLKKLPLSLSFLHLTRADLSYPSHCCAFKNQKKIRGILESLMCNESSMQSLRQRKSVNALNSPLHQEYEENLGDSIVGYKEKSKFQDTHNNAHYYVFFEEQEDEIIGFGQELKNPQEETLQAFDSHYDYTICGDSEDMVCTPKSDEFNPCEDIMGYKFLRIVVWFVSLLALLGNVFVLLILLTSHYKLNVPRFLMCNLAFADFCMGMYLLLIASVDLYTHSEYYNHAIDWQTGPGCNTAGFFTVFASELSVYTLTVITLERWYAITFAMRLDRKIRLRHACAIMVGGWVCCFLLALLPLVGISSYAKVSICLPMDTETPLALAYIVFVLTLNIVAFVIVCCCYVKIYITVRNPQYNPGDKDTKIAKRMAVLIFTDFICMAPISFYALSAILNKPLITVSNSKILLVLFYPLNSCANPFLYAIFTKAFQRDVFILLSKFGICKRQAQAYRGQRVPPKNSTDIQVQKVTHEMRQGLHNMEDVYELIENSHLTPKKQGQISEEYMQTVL
#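 Cell-based HTRF cAMP assay; TSHR cells + compound, TSH EC80 (4nM final), 2 h, 37 deg C. Lysis with anti-cAMP cryptate and cAMP-d2, 30 min RT, read 665/620 nm.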
# MLL CXXC-DNA inh – inhibitors of human MLL CXXC domain-DNA interaction. MLL-CXXC / FITC-HOXA9 DNA fluorescence polarization. Potency, µM (series often up to 115 µM), without a hit: at the highest dose activity change, negative = inhibition, hits mostly inhibitors. actives 0.037% (n = 290,000). AID 2662; active = well fitted inhibition curve with a large enough effect in the polarisation, with a control signal flat, not every such curve was filed as active; inconclusive = small, poorly fitted or top-dose-only effect, or effect the other way, or a change in a side signal; inactive = no such curve, though single readings can be large or run the other way; the % refers to the polarisation; also: potency is read from the fitted curve at half-maximal effect
#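 Steps: dispense CXXC domain solution (7 uM) → pin compounds or unlabeled HOX-A9 DNA control → 5 min ambient → add FLSN-HOX-A9 solution (50 nM) → spin → 30 min ambient → fluorescence polarization. Tris pH 7.5/NaCl/DTT/BSA buffer.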
# Active calls of the source: *; ? = inconclusive; nt = no result given; & = joins results of further samples; [ ] = remark or other dose. Unless noted, calls follow the shape of the dose curve; as a rule, active = well fitted curve in the direction sought with a large enough effect; inconclusive = small, poorly fitted or top-dose-only effect, or another doubt; inactive = no such curve, though single readings can be large; an effect the other way counts as inactive or inconclusive. Rows are unselected (roughly 1.6% active in at least one column).
no.	Molecule	Giardia kill	BCR signal inh	hERG WT inh	TCR act	Tb PFK inh	GALK inhibitor	A-T KAP1 phos	Coupling enz	TSHR antag	MLL CXXC-DNA inh
1	CCC(=O)N1CCN(c2ccc(NC(=O)COc3ccccc3Cl)cc2)CC1	-1	6%	-2	nt	-6%	-1%	-1%	4	-18	-1%
2	COc1ccc(NC(=O)N(CCc2ccccc2)Cc2cc3c(C)cc(C)cc3[nH]c2=O)cc1	-22	-1%	5	3%	0%	-2%	-5%	-6	3	17%
3	Cc1nc2ccccn2c1C(=O)/C=C/c1cccc([N+](=O)[O-])c1	5	0%	-6	-5%	-3%	-2%	5%	2	6	-8%
4	Nc1ccc(Cc2nc3c(ccc4ccccc43)[nH]2)cc1	-12	?	-1	nt	-2%	2%	6%	-10	27	-5%
5	COc1ccc(N2CCN(C(=O)C(=O)c3c(C)n(C)c4ccccc34)CC2)cc1	-9	?	-2	3%	-3%	6%	0%	0	6	-5%
6	CC(C)[C@H](NC(=O)C1(c2ccccc2)CCN(C(=O)OC(C)(C)C)CC1)C(=O)O	4	0%	33	-3%	-6%	6%	4%	5	-1	4%
7	COc1ccc(NC(=O)c2cc(S(=O)(=O)N3CCCCC3)ccc2OC)cc1	-8	-8%	-25	-3%	-7%	9%	-1%	-4	-8	9%
8	CCn1cc([N+](=O)[O-])c(C(=O)Nc2cc(C)on2)n1	-1	nt	2	-6%	nt	-2%	nt	4	nt	-3%
9	Cc1c(C(=O)OCC(=O)N2CCCCC2C)oc2ccccc12 (stereo not given)	-19	4%	-1	-11%	1%	nt	4%	nt	20	nt
10	Cc1ccccc1-c1cccc(CN2CCN(C)C(CCO)C2)c1 (stereo not given)	-1	-2%	4	1%	3%	2%	-6%	-1	17	-14%
11	O=C(CN1CCN(Cc2ccccc2Cl)C1=O)NCCCN1CCOCC1	21	2%	-6	5%	3%	-2%	0%	1	-2	-1%
12	Cc1ccccc1CN1CCCNC1=O	-7	-2%	35	1%	-3%	0%	nt	-6	-4	2%
13	Cc1cc(NC(=O)Nc2cccc3ccccc23)no1	4	?	3	-12%	0%&-4%	-1%&-1%	6%&14%	2&0	3&1	3%&-4%
14	COc1ccc(CCNC(=O)C2CCCN(S(=O)(=O)N3CCCCCC3)C2)cc1OC (stereo not given)	-10	5%	0	3%	8%	0%	9%	0	19	16%
15	CN(CC(=O)Nc1ccccc1Sc1ccccc1)C1CCCCC1	-16	?	-10	2%	-1%	-2%	13%	-1	-9	0%
16	CC1CCN(c2[nH]c(=S)c(C#N)c3c2CCCC3)CC1	3	0%	-8	4%	5%	6%	6%	-16	12	9%
17	O=C(COC(=O)c1c[nH]c(=O)[nH]c1=O)NCc1ccccc1	7	?	-4	-2%	0%	-3%	1%	1	-2	1%
18	CC(=O)C1=C(O)C(=O)N(CCCO)C1c1ccccc1 (stereo not given)	-28	?	-16	nt	3%	0%	4%	-13	53	7%
19	O=C(CNC(=O)c1ccccc1)NCCc1nc2ccccc2[nH]1	13	-5%	2	0%	-4%	-2%	-2%	3	3	-1%
20	NC(=O)c1ccc(NC(=O)CCCN2C(=O)NC3(CCCC3)C2=O)cc1	10	5%	-13	4%	-1%	nt	-12%	nt	-3	nt
21	O=C(N/N=C/c1cc2c(cc1Cl)OCO2)c1cc(-c2ccccc2)n[nH]1	-27	5%	-6	2%	5%	-4%	5%	nt	-3	31%[activator]
22	COc1cccc(C(=O)NCC(=O)N2CCC3(CC2)NCCc2[nH]cnc23)c1	-24	-2%	-21	0%	-2%	-1%	3%	nt	-2	1%
23	Cc1nc(-c2ccc(F)cc2)c(CC(=O)N(C)CC(=O)Nc2ccc(Br)cc2C)s1	-25	-9%	5	-10%	-10%	nt	-2%	nt	-1	nt
24	CCOC(=O)c1nnc(-c2ccccc2)o1	30	-8%	-2	nt	-8%	-2%	-2%	3	-1	1%
25	COc1ccc(-c2nnn(CC(=O)N(CCN3CCOCC3)C(C(=O)NC3CCCCC3)c3ccco3)n2)cc1 (stereo not given)	0	5%	25	-4%	-12%	3%	-1%[11.5 µM]	1	2	-8%
26	CC(C)CNC(=O)CC1Nc2ccccc2NC1=O (stereo not given)	32[activator]	2%	-16	0%	0%	0%	-2%	0	-5	10%
27	CC(C)C(=O)Nc1ccc(C(=O)N/N=C/c2cc(Br)cc(Br)c2O)cc1	-10	-4%	-8	6%	-4%	4%	3%	-1	6	-4%
28	Cn1cc(Cl)c(C(=O)N/N=C/c2ccc(OS(=O)(=O)c3ccccc3)cc2)n1	15	?	-5	-1%[46.1 µM]	7%	-6%	4%	0	-9	19%
29	COc1cc2c(cc1OC)CN(S(=O)(=O)c1ccc3c(c1)OCCO3)CC2	21	-6%	-8	1%	-9%	2%	8%	2	10	8%
30	Cc1cccc(NC(=O)C2(c3ccccc3)CCOCC2)c1	18	11%	0	6%	-1%	3%	-5%	0	7	-5%

# An excerpt from above in order of their number in TCR act, smallest number first.
cpd	molecule	TCR act
8	CCn1cc([N+](=O)[O-])c(C(=O)Nc2cc(C)on2)n1	-6%
7	COc1ccc(NC(=O)c2cc(S(=O)(=O)N3CCCCC3)ccc2OC)cc1	-3%
17	O=C(COC(=O)c1c[nH]c(=O)[nH]c1=O)NCc1ccccc1	-2%
10	Cc1ccccc1-c1cccc(CN2CCN(C)C(CCO)C2)c1 (stereo not given)	1%
15	CN(CC(=O)Nc1ccccc1Sc1ccccc1)C1CCCCC1	2%
16	CC1CCN(c2[nH]c(=S)c(C#N)c3c2CCCC3)CC1	4%

# Further compounds:
no.	Molecule	Giardia kill	BCR signal inh	hERG WT inh	TCR act	Tb PFK inh	GALK inhibitor	A-T KAP1 phos	Coupling enz	TSHR antag	MLL CXXC-DNA inh
31	Cn1nc(CC(=O)NCCN2C(=O)CSC2=O)c2ccccc2c1=O	-2	-6%	-2	3%	-5%	0%	-6%	1	11	-3%
32	COc1cc(C2/C(=C(\O)c3ccc4c(c3)CC(C)O4)C(=O)C(=O)N2CCCn2ccnc2)ccc1O (stereo not given)	-12	0%	2	-1%	?	1%	1%	7	-8	12%
33	CCC1(CC)Cc2ccccc2C(N)=C1C#N	2	7%	-5	-6%[46.1 µM]	0%	-2%	8%	-20	-8	5%
34	CN(CC(=O)Nc1cccc(F)c1)C(=O)c1ccc(N2CCCCC2)c([N+](=O)[O-])c1	-24	5%	6	4%	-1%	nt	-2%	nt	-6	nt
35	CC1(C)CC(=O)/C(=C(\O)Cc2ccccc2)C(=NCCCCCC(=O)O)C1	3	-1%	3	-3%[46.1 µM]	1%	0%	-1%	5	-5	-8%
36	COc1ccc(NC(=O)Nc2cccc3c2O[C@H](CN(C)S(=O)(=O)c2ccccc2)[C@@H](C)CN([C@H](C)CO)C3=O)cc1	-16	1%	-8	-1%	-4%	nt	3%	nt	1	nt
37	O=C(CSc1nc2[nH]ncc2c(=O)n1-c1ccccc1Br)NCc1ccco1	-12	-21%	1	-2%	-4%	0%	nt	1	-22	-3%
38	COc1cc(SC)ccc1C(=O)NCCOc1ccccc1Cl	1	?	-13	1%	1%	-2%	3%	0	-8	6%
39	Cc1ccc(NC(=O)NNC(=O)Cn2nc(-c3ccccc3)c(-c3ccccc3)c(C#N)c2=O)cc1	8	?	18	6%	2%	nt	-8%	3	2	3%
40	CCOC(=O)Cc1csc(NC(=O)c2cc(=O)c3ccccc3o2)n1	-1	?	nt	1%	4%	-1%	-5%	-5	-15	15%
41	COc1ccc(NC(=O)Cn2cnc3sc(C)c(S(=O)(=O)N4CCN(C)CC4)c3c2=O)cc1OC	14	-6%	-19	2%	-1%	5%	-3%	1	6	-1%
42	COC(=O)c1ccccc1NC(=O)CN(c1cc(OC)ccc1OC)S(C)(=O)=O	-19	0%	1	0%	-4%	-3%	8%	0	50	4%
43	CCOc1cc(/C=C2\SC(=O)N(c3ccc(O)cc3)C2=O)ccc1O	-21	?	-1	-2%	-1%	4%	-19%	3	-9	?

# Entries of single compounds from above:
# Cc1cc(NC(=O)Nc2cccc3ccccc23)no1 reads Giardia kill: 4; BCR signal inh: ?; hERG WT inh: 3; TCR act: -12%; Tb PFK inh: 0%&-4%; GALK inhibitor: -1%&-1%; A-T KAP1 phos: 6%&14%; Coupling enz: 2&0; TSHR antag: 3&1; MLL CXXC-DNA inh: 3%&-4%
# COc1ccc(-c2nnn(CC(=O)N(CCN3CCOCC3)C(C(=O)NC3CCCCC3)c3ccco3)n2)cc1 (stereo not given) reads Giardia kill: 0; BCR signal inh: 5%; hERG WT inh: 25; TCR act: -4%; Tb PFK inh: -12%; GALK inhibitor: 3%; A-T KAP1 phos: -1%[11.5 µM]; Coupling enz: 1; TSHR antag: 2; MLL CXXC-DNA inh: -8%
